# From PubChem BioAssay
# Dynein transport – blocks dynein driven cargo transport along microtubules. AID 1381. z-score, hits read low. 220,000 tested, 0.47% active. 3617.4 mouse cells, GR-EGFP nuclear translocation imaging; test concentration mostly 20 µM; stimulated with dexamethasone, 1 µM; stronger effect = lower value;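 active = plate z-score of nuclear minus cytoplasmic receptor signal below a set negative limit, without overly bright fluorescence or cell loss, cut at about -3.5 in these data, passing the limit was not always enough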;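 note: z-score of nuclear minus cytoplasmic ring GR-EGFP intensity difference per well; some compounds called inactive have numbers as strong as hits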
#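 Buffer or medium – tet-free medium with charcoal-stripped serum · Signal – automated 10x imaging of fixed Hoechst-stained cells · Also added – dexamethasone agonist, 1.0 µM final, for 30 min · Incubation – induction 48 h, compound 1 h, agonist 30 min · Read-out – GR-EGFP nuclear translocation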
# Hep lipid drop – modulators of hepatic lipid droplet formation; 240,000 tested, 0.4% active; AID 1656; AML12 mouse hepatocytes, oleate lipid droplets, BODIPY imaging; inhibition, % at 6.5 µM;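 active = lipid droplet intensity inhibited by at least 50%, with more than 500 cells counted; inconclusive = wells with under 300 cells, treated as cytotoxic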
#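 Material – mouse AML12 hepatocyte cell line, fixed after treatment · Compound dosing – one dose, 6.5 µM compound · Times – compound with oleate, overnight · Measured by – Image-based BODIPY and DAPI two-channel analysis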
# MT stabilizer – microtubule stabilizers in HeLa cells; HeLa tubulin immunostaining HCS, 24 h; share of cells brighter than vehicle mean+2SD; % tubulin-high responders, % at 10 µM; 200,000 tested, 0.83% active; AID 2205;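 active = plate Z-score above 3 for both tubulin-high and condensed-nucleus cell shares, with cell loss under 80%, at 10 µM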;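 note: anti alpha tubulin signal scored within the nucleus-defined area of each cell; some results filed as inactive read as strong as hits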
# T cell HTS – T cell immune modulation candidate; calls only at 7 µM; AID 2052; 2C CD8+ T cell-vesicle binding, flow cytometry; stronger effect = lower value; 330,000 tested, 0.068% active;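 active = response, share of CD8 T cells binding vesicles, and their 90th percentile fluorescence all below set limits, cut at about 80% in these data, passing the limit was not always enough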
#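 Assay system – 2C mouse CD8+ T cells · Also added – QL9-loaded Drosophila micro-vesicles · Timing – Cell–vesicle co-incubation 1.5 h at 37 °C, staining 20 min on ice · Signal – flow cytometry of vesicle-bound cells · Measure – percent CD8+ FL2 mean versus row control · Controls – Peptide-free naked vesicles (low) and QL9 vesicles with 0.7% DMSO vehicle (high)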
# Autophagy mod – modulators of autophagy | 190,000 tested, 0.98% active | calls only at 10 µM (by protocol) | MEF GFP-LC3 puncta imaging; test concentration mostly 10 µM;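 active = percentage of spot-positive cells more than 3 SD above its plate mean, without a fluorescence outlier flag or 80% toxicity; inconclusive = no clear call, values can overlap the other calls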;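 note: spot-positive cell cutoff set from DMSO-treated cells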
# ER stress rescue – protection against thapsigargin-triggered cell killing – 384-well, CSM14.1, ATP luminescence, primary screen (AID 1222) | 190,000 tested, under 10 active | CSM14.1 thapsigargin-induced death rescue, ATP luminescence; higher % means a stronger effect | one-dose cellular ATP content (survival), % at 20 µM; EC50 in µM for titrated hits;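 active = EC50 below 50 µM in the dose-response confirmation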;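 note: death triggered by thapsigargin at about 15 µM added after 2 h compound pretreatment; cell ATP read after overnight thapsigargin exposure of roughly 18 to 22 hours; normalized against plate controls of thapsigargin alone and 5% DMSO vehicle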
# b-catenin transl – modulators of beta-catenin nuclear translocation. nuclear translocation activity, % at 5 µM. HeLa beta-catenin nuclear translocation, immunofluorescence imaging. 190,000 tested, 0.3% active;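 active = nuclear translocation activity above 50% at 5 µM, with a well cell count of 50 or more; inconclusive = wells under 50 cells across six images, flagged as toxic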;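 note: per-cell ratio of nuclear to cytoplasmic median beta-catenin stain intensity; plate controls were DMSO negative control for no effect and GSK-3 inhibitor IX positive control for full effect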
#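 System: Human HeLa cells, endogenous beta-catenin | Compound dosing: 5 µM primary, 0.02–20 µM confirmation | Timing: 24 h compound exposure at 37°C, 5% CO2 | Measured by: Fluorescence imaging of beta-catenin antibody stain plus DAPI | Read-out basis: % activation of per-cell nuclear versus cytoplasmic median beta-catenin signal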
# Insulin prom up – MIN6 insulin promoter up-regulation | MIN6 insulin promoter-GFP reporter, high-content imaging; stronger effect = higher value | z-score at 5 µM | 190,000 tested, 0.3% active | AID 1625;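 active = z-score above 3 at 5 µM with at least 500 cells counted in the well; inconclusive = wells under 500 cells, flagged as cytotoxic or low count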
# Salmonella PhoP GFP – inhibitors of PhoP regulon expression, primary screen, Salmonella Typhimurium, GFP reporter (AID 1863); inhibition, % at 50 µM; hits with a dose series show IC50 in µM; 300,000 tested, 0.16% active; S. Typhimurium PhoP-regulated promoter GFP reporter, 4 h; higher % means a stronger effect;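 active = inhibition over 29.93%, a cutoff 3 SD above the screen mean, later confirmed by dose response; inconclusive = inhibition over 29.93% but no dose response follow-up; inactive = inhibition at most 29.93% or unconfirmed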;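 note: 0% = low Mg2+ inducing control and 100% = high Mg2+ repressing control; strong numbers were not always called active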
# Dynein transport cytoplasmic EGFP – also measured in Dynein transport; calls as there; z-score; measured here: cytoplasmic GR-EGFP intensity; stronger effect = higher value
# Dynein transport nuclear GR-EGFP – recorded beside Dynein transport, whose call it bears; z-score; measured here: nuclear GR-EGFP intensity;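 lower value marks the stronger effect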
# Dynein transport cell count – recorded beside Dynein transport, whose call it bears; z-score; measured here: cell count per field
# Insulin prom up cell count – further read-out of Insulin prom up, marked with its call; cell count; measured here: cytotoxicity, nuclei count;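 total cells summed across four imaged fields per well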
# Hep lipid drop cells 6.5 µM – further read-out of Hep lipid drop, marked with its call; cell count; measured here: cell count, cytotoxicity flag;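 cells counted across two imaged fields per well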
# b-catenin transl cell count 5 µM – also measured in b-catenin transl; calls as there; cell count; measured here: cell count, cytotoxicity flag
# T cell HTS vesicle-bound % – also measured in T cell HTS; calls as there; double positive events, %; measured here: CD8+ vesicle-bound cell fraction;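 binding gate set so that unloaded-vesicle control wells show 10% double positive cells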
# MT stabilizer Hoechst-high % – also measured in MT stabilizer; calls as there; % Hoechst-high responders; measured here: nuclear condensation Hoechst responders;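 share of cells brighter than vehicle mean plus two SD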
# MT stabilizer cytotoxicity % – also measured in MT stabilizer; calls as there; toxicity, %; measured here: cytotoxicity by cell density;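 0% = mean cell density of plate MIN control wells and 100% = no cells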
# Autophagy mod cell loss 18 h – second read-out of Autophagy mod, no call of its own (marks repeat the call); toxicity, %; measured here: cell loss, nuclei count;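 cell loss after 18 h compound exposure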
# * = called active by the depositor; i = inactive; ? = inconclusive; nt = not tested or not shown. Not a hit list (roughly 3% active in at least one column).
structure	Dynein transport	Dynein transport cytoplasmic EGFP	Dynein transport nuclear GR-EGFP	Dynein transport cell count	Hep lipid drop	Hep lipid drop cells 6.5 µM	MT stabilizer	MT stabilizer Hoechst-high %	MT stabilizer cytotoxicity %	T cell HTS	T cell HTS vesicle-bound %	Autophagy mod	Autophagy mod cell loss 18 h	ER stress rescue	b-catenin transl	b-catenin transl cell count 5 µM	Insulin prom up	Insulin prom up cell count	Salmonella PhoP GFP
CCC1(C)Cc2c(sc3nc(SCC(=O)c4ccccc4)[nH]c(=O)c23)CO1 (stereo unspecified)	-0.56	-0.28	0.13	0.61	12	741	nt	nt	nt	i	57	nt	nt	nt	0.1	1320	-0.15	1073	-15%
Cc1ccc(NC(=S)Nc2ccc(S(=O)(=O)Nc3ncccn3)cc2)cc1Cl	-0.021	-0.2	-0.1	0.048	13	757	nt	nt	nt	i	30	nt	nt	nt	-2.5	1156	-0.59	1469	19%
O=C(N/C(=C/c1cccnc1)C(=O)N1CCOCC1)c1ccccc1Cl	-0.72	-0.28	-0.55	1	0	730	nt	nt	nt	i	54	nt	nt	nt	1.2	1029	0.02	1306	0%
CCCCCNc1c(C(=O)OCC)c(=O)[nH]c2ccccc12	-0.56	-0.23	0.071	0.9	nt	nt	3.9	2.9	2.6	i	15	i	3	0.5%	4.0	1083	-2	1045	-6%
Cc1ccc(S(=O)(=O)N2CCN(C(=O)CN3CCCC3)C2)cc1	0.86	-0.22	0.35	-0.86	11	729	3.3	1.8	10	i	53	i	6	-2.2%	-0.4	1104	0.25	1835	5%
CCS(=O)(=O)N1N=C(c2cccc(NS(C)(=O)=O)c2)CC1c1ccc(C)cc1 (stereo unspecified)	-1.1	2.6	-0.12	0.74	6	684	5.8	1.7	3.5	i	60	i	15	-0.2%	0.8	1092	nt	nt	1%
CCCSc1nc(=O)n2cc(C)ccc2n1	0.012	-0.24	-0.5	0.46	-48	680	1.6	2.0	5.5	i	63	i	2	0.8%	2.0	1128	0.85	1709	-4%
O=C(c1cnn2c(C(F)(F)F)cc(-c3cccs3)nc12)N1CCN(Cc2ccccc2)CC1	-0.66	-0.12	-0.26	0.26	-6	701	1.6	1.4	3.8	i	25	i	3	4.3%	-2.4	1198	nt	nt	4%
Cc1ccc2cc(CN(Cc3ccco3)C(=S)NCC3CCCO3)c(=O)[nH]c2c1C (stereo unspecified)	-0.95	-0.27	-0.85	0.91	-36	634	5.7	2.2	2.6	i	53	i	-6	-2.5%	0.3	932	-0.81	2105	-11%
CCCCn1c(SCC(=O)N2CCC(C)CC2)nc2ccsc2c1=O	0.01	-0.2	0.13	-1.1	nt	nt	2.3	1.8	0.2	i	53	i	0	1.9%	-4.5	916	-0.85	631	-11%
COC(C(=O)Nc1cccc([N+](=O)[O-])c1)c1ccccc1 (stereo unspecified)	-0.23	-0.22	0.15	-0.65	-9	702	3.7	1.7	5.2	i	46	i	-22	-0.4%	-3.0	997	0.11	1703	6%
CC(=O)NNc1ncnc2c1cnn2-c1ccccc1	-1.2	-0.22	-0.9	1.1	15	711	1.6	1.9	5.9	i	55	i	14	0.5%	-2.0	1077	0.31	1297	6%
CCn1c(-c2ccc(F)cc2)cnc1SCC(=O)N1CCCCC1C (stereo unspecified)	-0.075	-0.24	0.2	0.84	-2	796	3.5	1.1	4.0	nt	nt	i	7	3.8%	-1.0	1029	-0.29	816	12%
CCNS(=O)(=O)c1ccc(CCC(=O)Nc2ccc(C(=O)OC)cc2)cc1	-0.9	-0.35	0.034	1.3	-37	686	4.6	3.5	3.8	i	50	i	5	-1.7%	-6.0	1002	1.7	1506	-11%
Cc1ccc(S(=O)(=O)N2C3C=CC(C3)C2C(=O)O)cc1 (stereo unspecified)	0.33	-0.27	0.17	0.22	nt	nt	3.2	2.3	8.0	i	45	nt	nt	0.6%	nt	nt	0	958	12%
N#Cc1cn(-c2ccccc2)nc1-c1ccco1	0.37	0.082	0.15	0.23	nt	nt	4.8	1.5	5.3	i	32	i	2	-0.8%	-2.1	1002	0.79	1392	10%
COc1ccc2c(c1OC)C(=O)N1N=C(c3ccccc3)CC21 (stereo unspecified)	0.27	-0.2	-0.19	0.077	-27	653	2.5	2.7	3.6	i	42	i	11	-0.1%	3.2	1161	0.13	1799	19%
COc1ccc(/C=N/NC(=O)C2CCN(c3ncc(C(F)(F)F)cc3Cl)CC2)cc1	-0.44	-0.086	-0.5	0.97	nt	nt	0.9	1.2	5.1	i	36	i	-7	-0.4%	nt	nt	nt	nt	-8%
CC(=O)c1cccc(Nc2nc(-c3ccccc3)cs2)c1	1.4	0.24	1.4	-1.3	3	682	2.8	2.3	3.7	i	58	i	19	-0.8%	2.0	1584	-0.23	1380	5%
O=c1c2ccccc2nc(SCc2nc3ccccc3s2)n1Cc1ccco1	-0.66	-0.15	-0.4	0.43	nt	nt	1.9	6.2	0.4	i	8	i	27	0.7%	1.8	1110	-1.2	1200	-1%
COC(=O)[C@@H](NC(=O)N1CCC(C)CC1)C(C)C	-1.1	0.083	-0.51	-5	1	723	nt	nt	nt	i	22	nt	nt	nt	-0.8	1072	-0.08	1388	-2%
C(/CCc1ccccc1)=N\n1cnnc1	-0.22	-0.25	0.2	-0.17	5	727	1.9	2.9	35	i	9	i	4	0.3%	-3.1	1282	0.56	1287	-1%
CCOC(=O)C(=Cc1cc(=O)c(OC)co1)C(=O)OCC	-4*	1.5*	-2.3*	0.68*	-22	670	25*	16*	45*	nt	nt	i	37	-4.6%	-0.2	493	?	nt	4%
O=C(NC(=S)NCCN1CCOCC1)c1cccc(Cl)c1	0.62	-0.032	0.16	-0.75	nt	nt	0.8	1.6	9.3	i	16	i	-5	-2.3%	2.0	1355	-0.07	1729	-2%
O=c1oc2cc(O)ccc2c2c1CCCC2	-0.31	-0.27	-0.24	0.14	11	646	3.5	1.7	2.2	i	30	i	23	-2.2%	0.3	967	-0.14	1660	1%
C/C=C(\C)C(=O)N[C@@H](C)CN1C2=NC[C@H](C(C)C)N2C[C@H]1Cc1ccc(OC)cc1	-0.29	-0.78	0.017	0.051	6	686	nt	nt	nt	nt	nt	nt	nt	nt	0.1	1290	-1.1	1080	-5%
Cc1nc2scc(-c3ccc(Cl)cc3)c2c(=O)n1N	0.13	0.069	0.21	0.77	-4	704	5.3	4.8	1.1	i	44	i	10	-1.2%	-0.4	1046	-0.95	1394	7%
CC1(C)CSC(=NCc2ccccc2)N1C(=O)c1cccc([N+](=O)[O-])c1	1.3	-0.075	1.1	-1.3	-51	561	4.1	3.2	11	i	0	i	1	-0.8%	2.3	1073	0.33	1568	-6%
CC1CCCN(CCC(=O)c2ccc(Br)cc2)C1 (stereo unspecified)	-0.39	-0.11	0.33	0.95	0	587	6.1	1.2	4.5	i	53	i	6	-1.4%	-0.6	1114	-0.18	1712	-2%
Cc1cccc(-n2c(N)cc(=O)nc2SCC(=O)Nc2cc(C)on2)c1	-0.46	-0.16	0.33	-0.12	nt	nt	5.7	2.0	7.6	i	50	i	17	6.2%	-3.9	956	-0.15	1090	2%
CC(=O)Nc1ccc(NC(=O)CSc2nnc(C)c(=O)n2N)cc1	-0.17	-0.25	-0.053	-0.34	-6	649	nt	nt	nt	i	28	nt	nt	nt	-0.5	1270	0.62	1091	-6%
Cc1sc2nc(N3CCOCC3)[nH]c(=O)c2c1-c1ccccc1	-0.58	-0.21	-0.58	0.93	6	760	2.0	1.9	7.2	i	39	i	-35	-1.6%	-3.4	580	0.54	1329	-9%
Cc1ccc(C(=O)NCC(=O)OC(C)C(=O)Nc2ccc(N(C)C)cc2)cc1C (stereo unspecified)	0.97	-0.05	0.066	-1	0	668	4.6	1.5	4.2	i	36	i	5	-0.5%	-1.0	1132	1.5	1142	8%
N#Cc1cc2c(=O)n3ccccc3nc2n(Cc2ccco2)c1=NC(=O)c1ccco1	-0.32	0.1	-0.054	-0.22	0	684	2.6	2.4	2.2	i	6	i	-8	-1.3%	nt	nt	1.1	1300	-6%
